# ATG4B inhibitor – inhibitors of human ATG4B cysteine protease | ATG4B cleavage of LC3-PLA2, NBD-HPC fluorescence, 1 h | inhibition, % at 8.33 µM | hit rate 0.51% among 340,000; in the data active = inhibition above about 40%
# Target sequence (Q9Y4P1 whole entry, looked up): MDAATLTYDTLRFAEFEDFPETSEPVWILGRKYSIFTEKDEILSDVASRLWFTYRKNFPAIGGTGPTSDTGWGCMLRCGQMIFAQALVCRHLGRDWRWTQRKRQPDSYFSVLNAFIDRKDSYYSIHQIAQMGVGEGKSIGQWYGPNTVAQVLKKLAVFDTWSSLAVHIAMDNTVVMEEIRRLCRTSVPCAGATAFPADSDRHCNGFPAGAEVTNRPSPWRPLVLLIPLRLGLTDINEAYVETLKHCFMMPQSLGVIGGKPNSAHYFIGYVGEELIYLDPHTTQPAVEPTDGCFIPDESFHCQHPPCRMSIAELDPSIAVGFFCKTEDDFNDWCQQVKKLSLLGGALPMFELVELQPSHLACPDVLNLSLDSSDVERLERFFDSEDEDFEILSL
# PfGluPho inh – PfG6PD (Plasmodium falciparum) enzyme inhibition; AID 504690; hit rate 0.78% among 350,000; PfGluPho enzyme, NADPH resazurin-diaphorase fluorescence; inhibition, % at 20 µM;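 active = inhibition reaching at least a set limit at 20 µM in the primary screen, cut at about 59% in these data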;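 also: 0% = DMSO wells with substrate and 100% = DMSO wells lacking glucose-6-phosphate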
# SENP8 block – blocks human SENP8 cleavage of Nedd8 substrate. AID 602440. inhibition, % at 20 µM. recombinant SENP8, Nedd8 substrate fluorescence. hit rate 0.64% among 360,000; in the data active = inhibition mostly above about 40%, no sharp cut-off; inactive = mostly below about 27%
# Target sequence (Q96LD8 whole entry, looked up): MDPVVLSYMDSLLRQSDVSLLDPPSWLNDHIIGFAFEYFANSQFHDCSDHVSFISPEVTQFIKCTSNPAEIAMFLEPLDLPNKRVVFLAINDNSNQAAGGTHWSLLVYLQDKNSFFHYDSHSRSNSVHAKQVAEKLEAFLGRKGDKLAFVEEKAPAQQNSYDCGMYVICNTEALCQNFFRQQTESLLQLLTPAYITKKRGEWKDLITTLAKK
# MPTP block – permeability transition pore inhibition; isolated mouse mitochondria, Ca2+ swelling absorbance, 30 min; AID 602449; hit rate 1.4% among 360,000; inhibition, % at 10 µM;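 active = inhibition of 50% or more, scaled per plate between neutral and stimulator controls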;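 also: 0% = DMSO wells given calcium and 100% = 1 mM EGTA wells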
# HKDC1 inh – inhibitors of human hexokinase HKDC1. Q2TB90. recombinant HKDC1, G6PDH/diaphorase resazurin coupled fluorescence. inhibition, % at 20 µM. hit rate 0.16% among 340,000. AID 493160;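 active = inhibition above about 35% when tested at 20 µM, limit read from the data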;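 also: plate controls were DMSO wells with enzyme for no effect and DMSO wells lacking enzyme for full effect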
#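 Test system: recombinant HKDC1 (HK5) hexokinase enzyme, produced in-house / Doses: 20 µM test compound, 1% DMSO / Timing: 90 min, room temperature / Detection: G6PDH/diaphorase-coupled fluorescence, 1 mM NADP, 100 µM resazurin, 525/613 nm / Control set: DMSO wells with and without enzyme mix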
# SENP6 block – SENP6 protease inhibition | Recombinant SENP6 catalytic domain, aminoluciferin luminescence | inhibition, % at 10 µM | hit rate 1.8% among 330,000 | AID 2599;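 active = inhibition above about 50% at the single tested dose, limit read from the data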;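 also: plate controls were DMSO wells with enzyme for no effect and DMSO wells lacking enzyme for full effect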
# GRIN3A LBD mod – modulators (binders) of human NR3A ligand-binding domain. Tm shift relative to glycine control, % at 25 µM. hit rate 2.5% among 340,000. NR3A LBD differential scanning fluorimetry, Tm shift; 0% = protein alone, 100% = glycine-bound protein;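 active = melting temperature shift of at least 10% of the positive control shift, at one fixed dose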
# SENP7 block – inhibitors of human SENP7 protease; inhibition, % at 5 µM; hit rate 1.5% among 330,000; recombinant SENP7, Z-RLRGG-aminoluciferin luminescence, 40 min;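 active = inhibition above about 50% at the single test dose, limit read from the data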;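 also: plate controls were DMSO with enzyme for no effect and no enzyme buffer wells for full effect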
# Target sequence (Q9BQF6 706-1050 limits assumed): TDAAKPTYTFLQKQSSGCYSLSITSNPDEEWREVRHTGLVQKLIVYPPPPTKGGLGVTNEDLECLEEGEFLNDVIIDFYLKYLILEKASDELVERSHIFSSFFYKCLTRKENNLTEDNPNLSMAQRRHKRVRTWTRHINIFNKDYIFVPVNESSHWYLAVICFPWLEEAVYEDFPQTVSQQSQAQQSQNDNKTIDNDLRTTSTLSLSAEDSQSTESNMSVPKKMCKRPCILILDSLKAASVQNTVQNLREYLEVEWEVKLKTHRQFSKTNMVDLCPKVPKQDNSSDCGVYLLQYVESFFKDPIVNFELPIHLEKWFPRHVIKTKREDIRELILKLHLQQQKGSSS
# Active calls of the source: *; / = no result given. Random draw from the library, and some 6.9% of all compounds hit somewhere here.
SMILES,ATG4B inhibitor,PfGluPho inh,SENP8 block,MPTP block,HKDC1 inh,SENP6 block,GRIN3A LBD mod,SENP7 block
COc1cc(OC)c(OC)cc1CNC(=O)c1ccc(COc2ccccc2)cc1,-12,7,6,27,-6,-10,3,-4
COc1ccc(/C=C2/SC(=S)N(CCCC(=O)Nc3ccccc3C(=O)O)C2=O)cc1,7,-8,25,2.2,6,-14,-6,-1
Cc1ccnc(NS(=O)(=O)c2cccc3nsnc23)c1,-17,4,15,0.4,0,3,1,4
Cc1cc(S(=O)(=O)NC2CCCCC2)ccc1OCC(=O)NCc1ccccn1,-5,-1,26,-0.1,-4,-13,1,-8
Cc1nn(C(C)C(=O)NCc2ccccc2Cl)c(=O)c2c1sc1ccccc12 (stereo unspecified),31,18,-1,0.9,-1,-10,-2,2
Cc1ccc(CNC(=O)CN2C(=O)CSc3ccc(S(=O)(=O)N4CCCCC4)cc32)cc1,-3,4,0,0.3,-4,-11,-2,13
CCCCn1c(N)c(N(CCC(C)C)C(=O)c2cc(-c3ccco3)nc3ccccc23)c(=O)[nH]c1=O,5,13,-227,1.1,-1,-5,-2,-8
O=C(Nc1c(Cl)cccc1Cl)C1CCC1,-4,-12,10,-1.2,-2,-4,13*,-5
COc1cc(NC(=S)NC(=O)c2ccccc2C)ccc1NC(=O)c1cccs1,12,20,32,0.0,-6,10,-2,-6
O=C(CC1SC(=O)NC1=O)Nc1ccc(Cl)cc1 (stereo unspecified),-10,-6,9,0.2,3,-14,0,-3
COc1ccc(-n2nnnc2SCC(=O)Nc2ccccc2)cc1,-13,-6,17,-1.0,-1,-4,-2,3
O=C(CNC(=O)c1ccc(Cl)cc1)OCc1nc2ccccc2s1,-14,15,0,0.9,-2,8,0,-4
CCC(=O)Nc1ccc(C(=O)NNC(=O)c2ccc([N+](=O)[O-])cc2)cc1,6,-6,10,0.3,-4,6,0,-2
CCCn1c(SCC(=O)Nc2ccc3c(c2)OCCO3)nnc1-c1ccco1,-14,17,12,-1.4,0,-2,2,9
Cc1cccc(OCC(=O)NC(Cc2ccccc2)C(=O)O)c1 (stereo unspecified),4,-9,9,1.8,-3,-3,-6,0
COc1ccc2c(c1)C(SCC(=O)NCc1ccccc1)CC(C)(C)O2 (stereo unspecified),1,7,8,-2.2,3,-1,0,-3
CC(C)CC(=O)OC(C)(C)[C@@H]1Cc2c(ccc3ccc(=O)oc23)O1,-2,39,-482,0.3,3,0,0,-3
CSCC[C@H](NC(=O)c1cc([N+](=O)[O-])ccc1Cl)c1nc2ccccc2[nH]1,-7,-5,11,5.0,-4,8,-2,-7
CC(=O)OCC(=O)[C@H]1CC[C@H]2[C@@H]3CC=C4C[C@@H](O)CC[C@]4(C)[C@H]3CC[C@]12C,-5,-6,3,3.0,-7,9,-3,-2
COC(=O)c1ccc(NC(=O)CN2CCN(S(=O)(=O)c3cc(Cl)ccc3OC)CC2)cc1,-18,17,13,-0.8,-1,15,-31,5
O=C(Nc1ccn(Cc2ccccc2)n1)c1cccc(Cn2cc([N+](=O)[O-])cn2)c1,-15,1,4,-0.2,4,-17,1,9
CN(C)S(=O)(=O)c1ccc(N2C(=O)CC2(/C=C/c2ccccc2)C(=O)NC2CCCC2)cc1 (stereo unspecified),-11,-2,17,-1.2,0,5,-2,2
O=C(NC1CCN(Cc2ccccc2)CC1)c1cccc(S(=O)(=O)Nc2ccc(Br)cc2)c1,-10,-13,2,40,1,-1,-5,-4
COc1ccc(S(=O)(=O)N2CCN(C(=O)C3CC3)CC2)cc1Br,0,-12,1,-3.9,-7,-19,1,-8
Cc1cccc(C=Nc2ccc3c(c2)oc2ccccc23)c1O,4,0,-66,0.7,1,-1,-3,1
COc1ccc(S(=O)(=O)N2CCCN(CC(=O)Nc3cc(NC(C)=O)ccc3OC)CC2)cc1,4,5,18,-0.8,-2,-18,1,-3
CCOC(=O)c1c(C)[nH]c(C(=O)CN2CCN(CC)CC2)c1C,-5,2,13,1.1,-2,11,-2,10
COc1ccc(NS(=O)(=O)c2ccc(O)c(C(=O)OCC(=O)NC(C)C3CC4CCC3C4)c2)cc1 (stereo unspecified),-3,-10,-117,-0.1,5,1,-5,4
OCC(CBr)(CBr)CBr,-4,-8,2,-0.7,-3,-13,0,4
Cc1[nH]c2ccccc2c1/C=N/NC(=O)CNC(=O)c1ccccc1,4,-7,9,2.6,-2,-13,0,-4
COc1ccc(-c2cc(C(=O)N3CCN(c4ccccc4OC)CC3)no2)cc1,-1,-21,9,0.5,-3,-20,2,-4
COc1ccc(CNCCC2(O)CC(C)N(C)CC2C)cc1OC (stereo unspecified),0,-4,18,1.4,-5,0,-1,7
COc1ccc(N2C(N)=NC(N)=NC23CCCC3)cc1,-4,-13,11,-2.8,-7,-29,1,5
Cc1ccccc1NC(=O)NCCCN1CCN(c2ccccc2)CC1,-8,-3,11,-0.2,-1,-10,0,-4
Cc1ccc(NC(=O)C(c2ccc(Cl)cc2Cl)N2CCCC2)cc1 (stereo unspecified),-1,7,2,3.9,13,-1,-3,15
CC(OC(=O)/C=C/c1cccs1)C(=O)Nc1ccc(S(N)(=O)=O)cc1 (stereo unspecified),-12,-9,1,-0.2,-3,-16,0,-6
Nc1ccc(N2CCN(c3ccc(Cl)c(Cl)c3)CC2)cc1,2,25,41*,3.5,12,4,-7,7
Cc1cc(C)n2nc(SCC(=O)N3CCC(C(=O)O)CC3)nc2n1,-1,-5,13,-0.2,-1,-5,0,-13
COc1ccc(C2=Nn3c(nnc3-c3cccnc3)SC2)cc1OC,-4,-14,3,0.5,0,8,-4,3
CC(=O)c1c(C)[nH]c(C(=O)OCC(=O)Nc2cc(C(F)(F)F)ccc2N2CCOCC2)c1C,-10,-2,14,1.5,0,-25,-1,-2
COc1cccc(SCc2noc(C(=O)NCC3CCCO3)c2C(=O)O)c1 (stereo unspecified),8,-10,16,-1.6,-1,-5,-1,9
O=C(NCCNC1CCC(c2ccccc2)CC1)c1ccc(F)cc1 (stereo unspecified),6,-20,10,5.8,8,-13,-2,-7
O=C(COc1cccnc1[N+](=O)[O-])N1N=C(c2ccc(Cl)cc2)CC1c1ccco1 (stereo unspecified),-2,7,10,0.1,0,4,-12,1
Cc1cccc(N2CCN(C(=O)CCCn3c(=S)[nH]c4cc5c(cc4c3=O)OCO5)CC2)c1C,29,14,7,7.9,1,-20,0,-2
COc1cc(OC)c(S(=O)(=O)Nc2ccc(C(=O)O)cc2)cc1S(=O)(=O)Nc1ccc(C(=O)O)cc1,4,-21,10,-2.2,4,-22,-3,5

# Entries of single compounds, looked up by structure:
# Listed for `COc1ccc(-c2cc(C(=O)N3CCN(c4ccccc4OC)CC3)no2)cc1` → ATG4B inhibitor = -1; PfGluPho inh = -21; SENP8 block = 9; MPTP block = 0.5; HKDC1 inh = -3; SENP6 block = -20; GRIN3A LBD mod = 2; SENP7 block = -4
# Listed for `O=C(NCCNC1CCC(c2ccccc2)CC1)c1ccc(F)cc1` (stereo unspecified) → ATG4B inhibitor = 6; PfGluPho inh = -20; SENP8 block = 10; MPTP block = 5.8; HKDC1 inh = 8; SENP6 block = -13; GRIN3A LBD mod = -2; SENP7 block = -7

# Next entries
SMILES,ATG4B inhibitor,PfGluPho inh,SENP8 block,MPTP block,HKDC1 inh,SENP6 block,GRIN3A LBD mod,SENP7 block
CN(C)c1ccc(NC(=O)COC(=O)c2ccc3c(c2)OCO3)cc1,2,37,15,-1.0,-2,7,-1,0
CCn1c(C)c(C(C)=O)c(N2CCN(C(=O)c3ccco3)CC2)nc1=S,4,20,5,-1.1,-8,-13,-1,-6
Cc1ccc(-n2ncc3c2CC(C)(C)CC3NC(=O)CCCN2CCCC2=O)cc1 (stereo unspecified),-4,11,12,-0.8,-7,3,-1,3
O=S(=O)(c1cccc(F)c1)N1CCN(C(=S)NCc2ccccc2)CC1,5,-11,-7,0.7,-8,10,-1,1
COc1ccccc1NC(=O)c1ccc(C)s1,-2,5,5,2.0,-7,26,2,0
COCCCNS(=O)(=O)c1cc2c3c(c1)C(C)C(=O)N3CCC2 (stereo unspecified),-9,4,3,-1.4,1,-3,0,-2
O=C(O)C1C2C=CC(C2)C1C(=O)NCc1cccc(Cl)c1 (stereo unspecified),-2,-15,13,-0.3,-4,-10,2,0
S=C(NCC1CCCO1)Nc1ccc(Nc2ccccc2)cc1 (stereo unspecified),-1,-11,12,-0.3,-10,1,-3,-2
S=C(NCCN1CCOCC1)N/N=C/c1c2ccccc2cc2ccccc12,-34,24,-135,0.8,-2,0,-2,-9
CCCN1C(=O)c2ccccc2NC1c1ccc(C)cc1 (stereo unspecified),7,-28,-420,-3.9,-4,4,0,-2
CSc1nnc2c3ccccc3c3ccccc3c2n1,2,8,32,1.0,1,/,1,/
Cc1ccccc1Nc1nc(N)nc(COC(=O)c2ccco2)n1,4,2,10,-0.1,1,-24,2,3
Nc1ccc(S(=O)(=O)Nc2nccc(/C=C/c3ccc(Br)s3)n2)cc1,18,-8,-35,-1.9,-9,5,4,4
Cc1cc(C)c2c3c(oc2n1)C(=O)N(c1cccc(Cl)c1)CC(=O)N3,1,-1,-5,1.0,0,6,0,6
O=C(COc1ccc(Cl)cc1)NCc1nnc(SCC(=O)Nc2ccc3c(c2)OCCO3)o1,-17,-16,15,0.2,-1,-11,1,-7

# Grouped by structure, the entries above with a thiophene ring, fused or not.
SMILES,ATG4B inhibitor,PfGluPho inh,SENP8 block,MPTP block,HKDC1 inh,SENP6 block,GRIN3A LBD mod,SENP7 block
Cc1nn(C(C)C(=O)NCc2ccccc2Cl)c(=O)c2c1sc1ccccc12 (stereo unspecified),31,18,-1,0.9,-1,-10,-2,2
COc1cc(NC(=S)NC(=O)c2ccccc2C)ccc1NC(=O)c1cccs1,12,20,32,0.0,-6,10,-2,-6
CC(OC(=O)/C=C/c1cccs1)C(=O)Nc1ccc(S(N)(=O)=O)cc1 (stereo unspecified),-12,-9,1,-0.2,-3,-16,0,-6
COc1ccccc1NC(=O)c1ccc(C)s1,-2,5,5,2.0,-7,26,2,0
Nc1ccc(S(=O)(=O)Nc2nccc(/C=C/c3ccc(Br)s3)n2)cc1,18,-8,-35,-1.9,-9,5,4,4

# Following part:
SMILES,ATG4B inhibitor,PfGluPho inh,SENP8 block,MPTP block,HKDC1 inh,SENP6 block,GRIN3A LBD mod,SENP7 block
CC(C)(C)OC(=O)NCc1ccc(NC(=O)c2nc[nH]c2C(=O)NCCNC(=O)c2[nH]cnc2C(=O)Nc2ccc(CNC(=O)OC(C)(C)C)cc2)cc1,6,-32,17,2.0,-2,2,-19,3
CCn1c(SCC(=O)N/N=C/C=C\c2ccccc2[N+](=O)[O-])nc2ccccc21,31,-7,17,7.7,4,-9,-10,-12
Cc1nn(C)cc1CNCc1ccc(OCC(O)CN(C)Cc2ccccc2)cc1 (stereo unspecified),31,-1,28,1.6,-11,3,0,3
COc1ccccc1C1C2=C(COC2=O)Nc2cc3c(cc21)OCO3 (stereo unspecified),3,2,-285,0.6,5,0,-1,-4
COc1cccc(/C=C(\C)C(=O)c2c(C)cc(C)[nH]c2=O)c1OC,-4,-10,16,-2.0,-4,13,2,5
Clc1ccc(-c2nnc(C3CC3)o2)cc1,-9,-9,13,1.6,-1,7,-2,9
Cc1onc(-c2ccccc2)c1C(=O)Nc1ccncc1,-1,-28,5,0.4,-1,6,-1,-5
COc1ccccc1NC(=O)CSc1nc2sc3c(c2c(=O)n1-c1ccccc1)CCN(C)C3,-17,-4,-320,-2.5,4,9,0,4
CCOCC(=O)NC1CCc2cc(OC(=O)COCC)c(OC)c(OC)c2-c2ccc(SC)c(=O)cc21 (stereo unspecified),-3,18,9,-2.8,-1,/,1,/
O=C(N/N=C/c1cccc(O)c1)c1ccc(NC(=O)C2CCCCC2)cc1,-6,13,-3,1.0,3,-3,10*,-7
COc1ccc(C(=O)Nc2ccc(NC(=O)c3ccccc3F)cn2)cc1,0,5,4,1.4,-3,6,3,4
COc1cccc(CN2CC(C(=O)N(C)CCCC3CCCC3)CCC2=O)c1 (stereo unspecified),-2,-6,12,-0.9,-6,1,-3,-1
NC(=O)c1ccsc1NC(=O)CSc1nnc2ccccn12,-3,-7,-16,-0.1,7,-13,-1,-4

# Source: PubChem (Sanford-Burnham Center for Chemical Genomics)
